# GCN5L2 inh: qHTS Assay for Inhibitors of GCN5L2; AID 504327, 2011; Histone acetyltransferase KAT2A (Homo sapiens), Q92830; Potency, µM (doses to about 58.9 µM), inactives show at the highest dose activity change, negative = inhibition, most hits filed as inhibitors; GCN5L2 HAT assay, ThioGlo1 CoA-SH fluorescence; 390,000 tested, 0.21% active
# Target sequence (Q92830 whole entry, looked up): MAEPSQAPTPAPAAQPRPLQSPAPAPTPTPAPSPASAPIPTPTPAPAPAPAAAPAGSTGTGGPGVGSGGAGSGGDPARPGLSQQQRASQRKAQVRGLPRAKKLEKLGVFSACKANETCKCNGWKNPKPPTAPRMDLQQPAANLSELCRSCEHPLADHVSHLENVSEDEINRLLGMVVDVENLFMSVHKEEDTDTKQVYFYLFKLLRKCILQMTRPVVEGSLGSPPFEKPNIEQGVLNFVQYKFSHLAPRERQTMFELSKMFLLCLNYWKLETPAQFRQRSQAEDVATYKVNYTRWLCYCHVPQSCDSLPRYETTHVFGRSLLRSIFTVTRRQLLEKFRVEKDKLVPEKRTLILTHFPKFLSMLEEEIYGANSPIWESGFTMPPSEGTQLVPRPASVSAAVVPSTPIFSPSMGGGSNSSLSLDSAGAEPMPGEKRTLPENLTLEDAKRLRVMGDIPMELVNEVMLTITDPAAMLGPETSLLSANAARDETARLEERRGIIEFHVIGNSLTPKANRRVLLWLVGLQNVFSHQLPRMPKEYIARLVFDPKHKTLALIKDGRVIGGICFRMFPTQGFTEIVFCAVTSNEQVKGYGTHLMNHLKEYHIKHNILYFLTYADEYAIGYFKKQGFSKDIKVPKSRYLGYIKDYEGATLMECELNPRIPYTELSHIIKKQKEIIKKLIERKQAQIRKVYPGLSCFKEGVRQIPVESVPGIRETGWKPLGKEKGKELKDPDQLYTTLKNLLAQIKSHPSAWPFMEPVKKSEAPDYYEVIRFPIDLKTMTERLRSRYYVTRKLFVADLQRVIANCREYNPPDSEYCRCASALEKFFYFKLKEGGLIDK
#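 Titration-based screen in which CoA formation is detected via maleimide probe ThioGlo1 (50uM) turning fluorescent on thiol reaction; substrates H3(1-25) 75uM and acetyl-CoA 70uM, GCN5L2 20nM, 20 min incubation at room temperature.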
# TDP1 cell CPT: qHTS for Inhibitors of human tyrosyl-DNA phosphodiesterase 1 (TDP1): qHTS in cells in presence of CPT; chicken DT40 Tdp1-/-;hTDP1 cells + 20 nM CPT, ATP luminescence, 48 h; Potency, µM (highest dose often 46.2 µM), for the others: at the top dose activity change, negative = growth inhibition, most hits filed as inhibitors; 420,000 tested, 12% active; AID 686979, 2013; note: nearly all actives have a fitted effect of over 55% in size
#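 Chicken DT40 Tdp1-/- cells complemented with human TDP1, 400 cells/well, exposed to compounds plus 20 nM camptothecin for at least 48 h at 37 C; viability read as ATP content by CellTiter-Glo luminescence.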
# FEN1 inh: qHTS Assay for the Inhibitors of Human Flap endonuclease 1 (FEN1) | Recombinant FEN1 flap cleavage, fluorescence, 15 min | Potency, µM (doses to about 114 µM), for the others: top-dose activity change, negative = inhibition, hits mostly inhibitors | P39748 | AID 588795, 2011 | 390,000 tested, 0.35% active; note: nearly all actives have a fitted effect of over 65% in size
#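 Enzyme 10 nM, 15 min RT preincubation with compound; start with substrate 50 nM final; reads at 0 and 15 min; qHTS titration, four-parameter Hill fit.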
# Numbers without * were called inactive; u = inconclusive; x = no result given; & = joins results of further samples; [ ] = remark or other dose. Calls come from the whole dose curve; as a rule, active = well fitted curve in the direction sought with a large enough effect; inconclusive = small, poorly fitted or top-dose-only effect, or another doubt; inactive = no such curve, though single readings can be large; an effect the other way counts as inactive or inconclusive. % is set by controls: 0 for no effect and ±100 for the full control effect; potency is the fitted concentration of half-maximal effect. Only part of the results is shown; the hit share may differ from the screen's.
# Each structure is followed by: GCN5L2 inh | TDP1 cell CPT | FEN1 inh
COc1ccc(-c2nnc(NC(=O)c3ccccc3[N+](=O)[O-])s2)c(OC)c1
 : -3% | 16% | -6%
CCn1nc(C)cc1C(=O)N1CCCC(N2CCN(c3ccccc3OC)CC2)C1 (stereo unspecified)
 : x | -26% | -1%
CC(C)(C)C(=O)COC(=O)CCc1nc2ccccc2[nH]c1=O
 : -3% | 6% | 0%
Nc1nonc1-n1nnc(C(=O)N/N=C/c2ccccc2)c1CSc1ccccc1
 : 0% | 8% | 0%
O=C(CSc1cccc[n+]1[O-])Nc1ccc2c(c1)OCO2
 : 0% | -17% | 17%
CCCc1cc(C(=O)Cc2nc3ccccc3s2)c(O)cc1O
 : -13% | -11% | -9%
O=C(Cn1cnc2c(OCc3ccccc3)ncnc21)NCc1ccccc1
 : -3% | u | -9%
Cc1nc2ccc(NC(=O)Nc3ccnc4cccnc34)cc2o1
 : -14% | u | x
COc1cccc(CNC(=O)CCNS(=O)(=O)c2ccc3c(c2)CCCC(=O)N3)c1
 : -2% | x | -6%
Cc1ccc(-c2nc(N)sc2C)cc1
 : 1% | 0% | -20%
Cc1ccc(S(=O)(=O)NCc2c(-c3ccccc3)c3cc(Cl)ccc3[nH]c2=O)cc1
 : -9% | u | -1%
COc1ccc2c(CNCc3cccs3)c(C(=O)O)n(Cc3ccccc3F)c2c1
 : -1% | u | 13%
CC(C)NC(=O)c1ccccc1NC(=O)c1ccccc1N(C)S(C)(=O)=O
 : -1% | -21% | -4%
CCOC(=O)c1sc(NC(=O)C(C)C)c(C#N)c1C
 : -2% | u | 6%
CCCNC(=O)CSc1nccn1Cc1ccc(OC)cc1
 : -16% | 11% | -2%
Cc1nc2ccccc2n1CCc1nc2c3ccccc3nc(SCc3cccc(F)c3)n2n1
 : 9% | u | 16%
C/C(Cc1ccccc1)=N\NC(=O)CNC(=O)c1ccc(F)cc1
 : -5% | -8% | -10%
COc1ccc(NC(=O)C2CCCN(S(=O)(=O)c3ccc(-n4cnnn4)cc3)C2)cc1 (stereo unspecified)
 : -3% | -3% | -9%
N#CC1=C(N)N(c2ncn[nH]2)C2=C(C(=O)CCC2)C1c1ccccc1 (stereo unspecified)
 : -6% | -1% | 5%
O=C(OCC(=O)N1CCN(C(=O)c2ccco2)CC1)c1cncc(Br)c1
 : 0% | -4% | 18%

# 5 structures already listed, arranged by count of non-hydrogen atoms, ascending:
# Each structure is followed by: GCN5L2 inh | TDP1 cell CPT | FEN1 inh
CCOC(=O)c1sc(NC(=O)C(C)C)c(C#N)c1C
 : -2% | u | 6%
C/C(Cc1ccccc1)=N\NC(=O)CNC(=O)c1ccc(F)cc1
 : -5% | -8% | -10%
N#CC1=C(N)N(c2ncn[nH]2)C2=C(C(=O)CCC2)C1c1ccccc1 (stereo unspecified)
 : -6% | -1% | 5%
O=C(OCC(=O)N1CCN(C(=O)c2ccco2)CC1)c1cncc(Br)c1
 : 0% | -4% | 18%
CC(C)NC(=O)c1ccccc1NC(=O)c1ccccc1N(C)S(C)(=O)=O
 : -1% | -21% | -4%

# More results.
# Each structure is followed by: GCN5L2 inh | TDP1 cell CPT | FEN1 inh
Cc1ccc(C(=O)C2=C(O)C(=O)N(c3ncccn3)C2c2ccc(Cl)cc2)o1 (stereo unspecified)
 : -8% | 7% | 4%
CCC(NC(=O)CC[C@H]1O[C@@H](n2cc(C)c(=O)[nH]c2=O)C[C@@H]1O)c1ccccc1 (stereo partly specified)
 : 0% | -1% | 0%
Fc1ccc(Cn2nnc(-c3ccc(Cl)cc3)n2)cc1
 : -1% | 2% | 0%
CCOCCCNCC(=O)Nc1cc(S(=O)(=O)N2CCOCC2)ccc1N1CCOCC1
 : -5% | 0% | 0%
O=C1[C@H]2[C@H](C=CC[C@H]2C(=O)N2CCOCC2)CCN1Cc1ccc(Cl)c(Cl)c1
 : x | u | -2%&-3%
CCCCNC(=O)Cn1cnc2sc(C)c(S(=O)(=O)N3CCN(c4ccccc4OC)CC3)c2c1=O
 : -5%&2% | u | 4%&-6%
CCC1CCCCN1CCCNC(=O)c1ccc2c(c1)NC(=O)CN2C (stereo unspecified)
 : -17% | -21% | 4%
O=S(=O)(c1cccc(F)c1)N1CCC(Oc2ccc(-n3cnnn3)cc2)CC1
 : -2% | 16µM* | 2%
c1ccc(-n2nnnc2Oc2ccc(-c3nnco3)cc2)cc1
 : 3% | 5% | -13%
CC1CN(C(=O)Nc2ccc(C(=O)NCCc3ccc(Cl)cc3)cc2)c2ccccc2S1 (stereo unspecified)
 : -4% | -20% | -13%
O=C(CSc1nccc2ccccc12)N1CCN(Cc2ccc3c(c2)OCO3)CC1
 : x | u | u
CCn1cc([N+](=O)[O-])c(C(=O)Nc2nc(-c3ccc(C)c(C)c3)c(C)s2)n1
 : -8% | u | 10%
COc1cccc(NC(=O)CSc2nc3cc(OC)c(OC)cc3c3nc(-c4ccccc4)nn23)c1
 : 1% | 6% | 20%
Cc1c(C(c2cccs2)c2c(C)n(C)n(-c3ccccc3)c2=O)c(=O)n(-c2ccccc2)n1C
 : 6% | 6% | -1%
COc1ccc(CNC(=O)COC(=O)C2CC3C=CC2C3)cc1 (stereo unspecified)
 : 1% | -18% | 3%
O=C(COc1ccc(F)cc1)N(Cc1cccs1)C1CCS(=O)(=O)C1 (stereo unspecified)
 : -8% | u | 1%
Cc1nnsc1C(=O)N1CCC(C(=O)c2ccccc2)CC1
 : -3% | 5% | -9%
Cc1cc(C)nc(N2CCCC(C(=O)NC(C)C)C2)n1 (stereo unspecified)
 : 4% | -9% | -3%
CCc1ccc2ncc3c(-c4ccccc4)nn(-c4ccccc4)c3c2c1
 : -2% | u | -2%
C/C(=N/NC(=O)CNC(=O)c1ccc2c(c1)OCO2)c1ccc2c(c1)CCCC2
 : -8% | 8% | -7%
COC(=O)c1cc(C)sc1NC(=O)CCc1ccccc1
 : -3% | 2% | -10%
Cc1c(N2C(=O)c3cccc4cccc(c34)C2=O)cnn1C
 : 1% | -2% | 0%
COc1ccc(C(=O)NCC(=O)N/N=C/C(C)=C/c2ccccc2)cc1OC
 : 3% | 6% | -4%
COc1ccc(N(CC(=O)N2CCN(c3ccc(F)cc3)CC2)S(=O)(=O)c2c(C)n[nH]c2C)cc1
 : -4%&-4% | u | -17%&4%
CCCC(CCC)C(=O)Nc1nnc2n1CCS2
 : -9% | -14% | 17%
O=C(CCC(=O)OCc1ccc(Cl)cc1)Nc1ccccc1
 : -7% | 9% | -3%
O=C(CSc1nnc2ccc(-c3ccccn3)nn12)NCCc1ccccc1
 : 0% | -25% | 1%
CCC(=O)N1CCc2cc(S(=O)(=O)CCC(=O)NCCc3ccccc3)ccc21
 : -4%[0.501 µM] | -12% | -2%
O=C(NCCNC(=O)c1ccccc1F)c1ccco1
 : -6% | 7% | 0%
CCOC(=O)[C@@H]1[C@H]2COc3ccc(Br)cc3[C@H]2N2C(=O)N(c3ccc(Br)cc3)C(=O)[C@]12C
 : 0% | u | -22%
Cn1cc(CN2CCN(Cc3cccnc3)CC2)c(-c2ccc3c(c2)OCCO3)n1
 : u | 4% | -9%
O=C(COc1ccccc1-c1ccccc1)N/N=C/c1ccc2ccccc2c1
 : 2% | 1.2µM* | -23%
S=c1[nH]nc(-c2ccc(Cl)cc2Cl)n1-c1ccccc1
 : -7% | 1% | 21%
CCC(C)(C)C1CCc2[nH]nc(C(=O)NCc3ccc(OC)cc3)c2C1 (stereo unspecified)
 : 1% | 23µM* | 16%
O=C(O)Cc1n[nH]c(=O)c2ccccc12
 : -6% | -23% | 3%
O=C1NCCCC1C(=O)N1CCN(C(c2ccccc2)c2ccccc2)CC1 (stereo unspecified)
 : -1% | -6% | 8%
COc1c(C(=O)Nc2ccccc2N2CCOCC2)cc2ccccc2c1Br
 : x | u | -13%
CN(C)c1cccc(NC(=O)c2cccc3ccccc23)c1
 : -15% | -3% | -23%
Cc1ccc(S(=O)(=O)N2CCOCC2)cc1NC(=O)CSc1ncccn1
 : 0% | 7% | -1%
CC1(C)Oc2ccc3ccc(=O)oc3c2/C(=C/NNC(N)=O)C1=O
 : -12% | 8% | -4%

# At a glance, part of the list above.
# Each structure is followed by: GCN5L2 inh | TDP1 cell CPT | FEN1 inh
CC(C)NC(=O)c1ccccc1NC(=O)c1ccccc1N(C)S(C)(=O)=O
 : -1% | -21% | -4%
CCOC(=O)c1sc(NC(=O)C(C)C)c(C#N)c1C
 : -2% | u | 6%

# (continued)
# Each structure is followed by: GCN5L2 inh | TDP1 cell CPT | FEN1 inh
FC(F)(F)c1cc(-c2ccccc2)nc(N2CCOCC2)n1
 : 12% | 8% | -16%
CC1(c2nnc(-c3cccc(Cl)c3)o2)CC(c2ccccc2Br)=NO1 (stereo unspecified)
 : -1% | 1% | -19%
CC(C)(C)C1=NN(c2ccc([N+](=O)[O-])cc2)C(c2ccccc2)C1 (stereo unspecified)
 : 0% | -18% | -14%
COc1ccccc1NC(=O)Cn1nc2c3cc(F)ccc3n(Cc3cccc(C)c3)cc-2c1=O
 : -2% | 0% | 6%
Cc1cccc(COCC(Cc2ccccc2)N2CCN(C(=O)c3cccc(C)c3)CCC2=O)c1 (stereo unspecified)
 : -7% | u | u
COc1ccc2oc(=O)c(C(=O)OCc3ccccc3)cc2c1
 : -4% | 2% | -13%
COc1cccc(NC(=O)C2CC(=O)N(c3ccc(Br)cc3)C2)c1 (stereo unspecified)
 : -3% | -2% | 3%
COCCCNC(=O)CC1C[C@H](C(=O)N2CCOCC2)[C@@]2(C)c3[nH]c4ccccc4c3CCN2C1=O (stereo partly specified)
 : -2% | 12% | -3%
CCCCNC(=S)N1CCN(c2ccc(C(C)=O)cc2)CC1
 : -4% | u | 8%
COc1cccc(OC)c1C(=O)NC(=S)Nc1cccc(NC(=O)c2ccco2)c1
 : -7% | 5% | 2%
CCC(C)(C)n1nnnc1C(c1ccc(OC)c(OC)c1)N1CCN(C(=O)c2ccco2)CC1 (stereo unspecified)
 : -4% | 1% | 0%
Cn1c(SCC(=O)N/N=C/C=C\c2ccco2)nc2ccccc21
 : -6% | u | u
CCOC(=O)C1=C(N)Oc2cc(C)n(C)c(=O)c2C1c1ccncc1 (stereo unspecified)
 : 7% | -12% | 2%
COC(=O)c1ccncc1C(=O)Nc1ccc(OC)cc1
 : 3% | -5% | 8%
OB(O)O
 : -15% | 3% | x
CCOCCc1nn2c(=O)cc(COC(=O)c3ccccc3NC(=O)c3ccccc3F)nc2s1
 : 15% | -5% | 7%
Cc1c(OCc2ccccc2)cccc1OCc1ccccc1
 : -5% | -2% | 2%
CCN(CC)c1ccc(NC(=O)/C=C/c2cc(Br)ccc2OC)cc1
 : -9% | u | -13%
Cc1ccc(-n2c(=O)c3cc4c(=O)n(-c5ccc(C)c(C)c5)c(=O)c4c(C(=O)c4ccc(C(=O)O)cc4)c3c2=O)cc1C
 : -21% | -9% | -14%
Cc1ccc(N(C(=O)c2nsc(Cl)c2Cl)C(C(=O)NC2CCCC2)c2ccc(O)cc2)cc1C (stereo unspecified)
 : -13% | u | -9%
O=C(CN1C(=O)NC2(CCc3ccccc3C2)C1=O)Nc1ccc(F)cc1 (stereo unspecified)
 : -8% | -26% | 0%
Cc1cc(NC(=O)CSCC(=O)Nc2cc(C(F)(F)F)ccc2N2CCOCC2)no1
 : 2% | -17% | -6%
COc1cc(OC)cc(-c2c(-c3cccs3)c3cc(-c4ccc(OC)c(F)c4)ccc3n2C)c1
 : -6% | u | 6%
Cc1nc2c(C(=O)NCc3ccccc3)c[nH]n2c(=O)c1Cc1ccccc1Cl
 : u | u | -23%
CCCCc1ccc(S(=O)(=O)Nc2ccc(C)c(NS(C)(=O)=O)c2)cc1
 : -7% | 1% | 6%
COc1ccccc1N1CCN(C(C)C(=O)Nc2ccc(S(=O)(=O)N3CCOCC3)cc2)CC1 (stereo unspecified)
 : -7% | u | -1%
COc1cccc(N(CC(=O)NC2CCCC2)C(=O)CCC(=O)Nc2cc(C)on2)c1
 : 0% | -15% | 0%
O=C(C1CCOCC1)N1CCCC(N2CCN(c3ccc(F)cc3)CC2)C1 (stereo unspecified)
 : -4% | -15% | 18%
COC(=O)c1ccc2nc(NC(=O)CN3C(=O)CCC3=O)sc2c1
 : -1% | u | -7%
O=C(NC1CCCC1)c1cc(-c2cccc(Cl)c2)on1
 : -4% | 10% | 0%
O=C(NCc1cccs1)c1ccc([N+](=O)[O-])cc1Cl
 : 11% | -5% | -2%
O=C(O)CSC1=NC(=Nc2cccc(Cl)c2)C2(CCCCC2)N1c1ccccc1
 : -4% | -7% | -12%
CN(C)CCCCCCNc1cc(N2CCN(C)CC2)ncn1
 : x | -9% | -3%

# Reprinted at random: two entries already listed
# Each structure is followed by: GCN5L2 inh | TDP1 cell CPT | FEN1 inh
CCCCc1ccc(S(=O)(=O)Nc2ccc(C)c(NS(C)(=O)=O)c2)cc1
 : -7% | 1% | 6%
COc1ccccc1N1CCN(C(C)C(=O)Nc2ccc(S(=O)(=O)N3CCOCC3)cc2)CC1 (stereo unspecified)
 : -7% | u | -1%
